# Source: PubChem (several laboratories)
# CAL PDZ FP-1: untagged CAL PDZ binding inhibitors, primary screen, biochemical, fluorescence polarization, HTS; Golgi-associated PDZ and coiled-coil motif-containing protein (Homo sapiens), Q9HD26; purified CAL PDZ, TMR-peptide fluorescence polarization, 1 h; inhibition, % at 24.9 µM; actives 0.92% (n = 300,000); AID 602252, 2012;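 active = mean inhibition of at least 30% with at least half of replicates also reaching 30%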;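 also: 0% = DMSO neutral control and 100% = excess unlabeled competitor peptide PRC23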
# cardiac RTF act: cardiac RTF calcium sensitivity activators, primary screen, biochemical, IANBD-TnC fluorescence, EC20 calcium. Troponin I, cardiac muscle (Homo sapiens) + Troponin T, cardiac muscle (Homo sapiens) + …. IANBD-labeled TnC RTF fluorescence at EC20 calcium; 0% EC20 calcium, 100% full calcium. activation, % at 7.2 µM. actives 0.24% (n = 340,000). AID 493008, 2010;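 active = activation above the mean over all tested compounds plus 3 SD, cut at about 30% in these data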;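 also: rise in fluorescence read as greater calcium sensitivity of cardiac thin filaments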
# PKA-R2B activ: activators of PKA-R2B holoenzyme, primary screen, biochemical, fluorescence polarization, Cy5-IP20, human. activation, % at 11.4 µM. PKA-R2B holoenzyme dissociation; R2B truncated from residue 108, S112A mutant; 0% DMSO only, 100% 113 µM cGMP. AID 504700, 2011. actives 0.079% (n = 340,000). cAMP-dependent protein kinase catalytic subunit beta (Homo sapiens) + cAMP-dependent …;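 active = activation above a cutoff set at the mean over all compounds plus 3 SD, cut at about 18% in these data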;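 also: higher means more holoenzyme dissociation and a rise in polarization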
# C-LANA FP: inhibitors of KSHV C-LANA binding to DNA, primary screen, biochemical, fluorescence polarization, FAM-LBS DNA, MBP-C-LANA, single point; Kaposi's sarcoma herpesvirus LANA C-terminal domain (residues 932-1162) DNA binding; AID 504423, 2011; inhibition, % at 9 µM; actives 0.078% (n = 340,000);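 active = highest replicate inhibition at or above 60% at 9 µM, even if other replicates fall short; inactive = all replicates below 60% inhibition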;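 also: 0% = neutral control wells and 100% = 4 µM acridine orange control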
# DAGLB inhibitor: DAGLB lipase inhibitors, primary screen, biochemical, fluorescence, HTS; HEK293T DAGLB membrane lysate, EnzChek fluorogenic substrate; actives 0.059% (n = 340,000); AID 504411, 2011; inhibition, % at 5.17 µM; Diacylglycerol lipase-beta (Homo sapiens), Q8NCG7; in the data active = inhibition above about 34%;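 also: 0% = enzyme with vehicle and 100% = wells lacking enzyme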
# Rtt109 HAT inh: inhibitors of C. albicans Rtt109/Vps75 HAT, primary screen, biochemical, ThioGlo CoA-SH fluorescence, plate reader. Histone acetyltransferase RTT109 (Candida albicans (strain SC5314 / ATCC MYA-2876)), …. actives 0.16% (n = 330,000). inhibition, % at 34.9 µM. AID 540336, 2011. purified Rtt109/Vps75, 4 h;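 active = inhibition of at least 50% in every replicate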
# Target sequence (Q5AAJ8 whole entry, looked up): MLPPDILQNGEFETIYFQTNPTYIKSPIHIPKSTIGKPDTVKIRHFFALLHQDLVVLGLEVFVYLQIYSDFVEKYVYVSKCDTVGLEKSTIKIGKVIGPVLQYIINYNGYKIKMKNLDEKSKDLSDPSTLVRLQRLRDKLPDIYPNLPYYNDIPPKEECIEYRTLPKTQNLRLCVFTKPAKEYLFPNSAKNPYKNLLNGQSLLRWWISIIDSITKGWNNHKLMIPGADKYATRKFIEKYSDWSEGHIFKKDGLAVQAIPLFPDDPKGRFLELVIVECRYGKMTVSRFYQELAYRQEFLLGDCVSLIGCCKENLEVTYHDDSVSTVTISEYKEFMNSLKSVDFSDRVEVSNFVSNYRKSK
# Keap1-Nrf2 PPI: Keap1-Nrf2 protein-protein interaction inhibitors, primary screen, biochemical, fluorescence polarization, single point | Keap1 Kelch-Nrf2 peptide fluorescence polarization, 1536-well | Kelch-like ECH-associated protein 1 (Homo sapiens), Q14145 | inhibition, % at 9.4 µM | actives 0.15% (n = 340,000); in the data active = inhibition above about 12%;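 also: human Keap1 Kelch domain with fluorescein labeled Nrf2 9mer peptide probe; 0% = neutral control wells and 100% = peptide positive control; higher means more block of Keap1 binding to Nrf2 peptide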
# Target sequence (Q14145 whole entry, looked up, the tested form may be a part): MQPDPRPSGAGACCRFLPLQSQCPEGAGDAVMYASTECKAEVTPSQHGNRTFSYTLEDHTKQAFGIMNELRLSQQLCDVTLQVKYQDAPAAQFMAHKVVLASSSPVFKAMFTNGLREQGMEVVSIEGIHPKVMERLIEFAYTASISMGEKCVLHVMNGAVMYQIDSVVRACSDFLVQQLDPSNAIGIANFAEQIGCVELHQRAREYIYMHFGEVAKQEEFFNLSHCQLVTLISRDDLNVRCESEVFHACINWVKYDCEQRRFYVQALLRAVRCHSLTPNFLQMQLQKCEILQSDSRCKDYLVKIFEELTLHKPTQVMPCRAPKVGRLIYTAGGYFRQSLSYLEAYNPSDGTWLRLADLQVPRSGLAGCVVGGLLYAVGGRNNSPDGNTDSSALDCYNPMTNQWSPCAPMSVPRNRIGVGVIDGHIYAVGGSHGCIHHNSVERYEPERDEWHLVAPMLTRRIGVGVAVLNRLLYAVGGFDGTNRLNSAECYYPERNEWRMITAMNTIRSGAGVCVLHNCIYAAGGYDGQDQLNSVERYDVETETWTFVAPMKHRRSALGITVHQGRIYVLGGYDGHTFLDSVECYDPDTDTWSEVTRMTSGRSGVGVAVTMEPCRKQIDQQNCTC
# SR-BI uptake up: activators of SR-BI mediated DiI-HDL uptake, primary screen, ldlA[mSR-BI] CHO cells, DiI fluorescence. AID 504775, 2011. actives 0.096% (n = 320,000). 3 h; 100 = double the neutral-control signal. activation, % at 12.5 µM;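 active = mean replicate activation of at least 60% and every replicate at or above 60%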;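 also: 0% = median plate neutral-control signal and 100% = twice that signal; values of inactives mirror those of a sister screen read the other way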
#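 Assay system: CHO ldlA[mSR-BI] cells, LDL receptor-null, SR-BI overexpressing; medium: Ham's F12 with 0.5% BSA, HEPES 25 mM, pH 7.4; also added: DiI-HDL 10 µg/mL; timing: 3 h uptake period with compound, 37 °C; signal: DiI fluorescence, bottom read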
# Cardiac RTF inh: cardiac RTF calcium sensitivity inhibitors, primary screen, biochemical, IANBD-TnC fluorescence, EC70 calcium; Troponin I, cardiac muscle (Homo sapiens) + Troponin T, cardiac muscle (Homo sapiens) + …; IANBD-labeled cardiac RTF, Ca2+ fluorescence; inhibition, % at 7.15 µM; actives 0.12% (n = 340,000); AID 493244, 2011;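 active = inhibition above the mean inhibition of all tested compounds plus 3 SD, cut at about 17% in these data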;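 also: assay run at fixed EC70 calcium of 1.6 mM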
# CAL PDZ FP-2: CAL PDZ peptide-binding inhibitors, primary screen, biochemical, fluorescence polarization, Cer-tagged CAL PDZ, HTS. purified CAL PDZ, TMR-peptide fluorescence polarization, 1 h. inhibition, % at 20 µM. actives 0.02% (n = 330,000). AID 504414, 2011;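 active = highest replicate inhibition of at least 40%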;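 also: plate controls were DMSO neutral control wells for no effect and unlabeled competitor peptide control wells for full effect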
#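 Control set: unlabelled peptide and DMSO controls / Material: purified CerCALP PDZ construct / Timing: 1 h incubation at room temperature before polarization reading / Doses: 20 µM, one dose / Detection: fluorescence polarization (mP)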
# Starred values were filed as active, the others as inactive; nt = not tested or not shown.
SMILES,CAL PDZ FP-1,cardiac RTF act,PKA-R2B activ,C-LANA FP,DAGLB inhibitor,Rtt109 HAT inh,Keap1-Nrf2 PPI,SR-BI uptake up,Cardiac RTF inh,CAL PDZ FP-2
O=C(O)c1nn(-c2ccc(Cl)cc2)ccc1=O,-3,5,-13,-0.6,0,-11,-3,6,-4,-2.6
CCc1nnc(NS(=O)(=O)c2ccc(NC(=S)NC(=O)c3ccc(F)cc3)cc2)s1,0,0,4,-1.0,8,10,-1,13,-4,-3.0
COc1ccc(CN2C(=O)c3cccc4cccc(c34)C2=O)cc1,-2,4,-7,-1.0,1,-8,-2,-4,-6,-2.5
c1ccc(SCCN2CCN(c3ccccc3)CC2)cc1,-5,6,-7,0.1,-25,4,0,3,-1,-0.4
Cc1nnc(SCC(=O)NC2CCCc3c2cnn3-c2ccccc2F)o1 (stereo not drawn),2,1,-2,-1.6,1,-17,-2,4,-5,-0.6
CC(C)NC(=O)CN(C)S(=O)(=O)c1ccc(F)cc1,1,9,-12,2.3,-2,12,-1,11,0,-0.8
COc1cc(NC(=O)COC(=O)c2cc(S(=O)(=O)N3CCOCC3)ccc2F)cc(OC)c1,2,1,-2,1.4,0,-6,2,9,-1,-0.5
CN(C)C(CNC(=O)CCCN1C(=O)c2cccc3cccc(c23)C1=O)c1ccccc1 (stereo not drawn),-6,-2,-13,-0.1,0,-13,-5,-28,-4,-2.8
Cc1ccc(-n2c(SCC(=O)Nc3cc(C)on3)nc3c(c2=O)SC(C)C3)cc1 (stereo not drawn),-3,-3,-6,-1.0,-1,-10,-4,10,1,0.1
COc1ccc(CNS(=O)(=O)c2cc3c4c(c2)CCN4C(=O)CC3)cc1,-2,-4,-19,0.8,1,-1,-6,-1,0,-2.4
COc1cccc(CN2CCN(C(=O)c3ccco3)CC2)c1,2,0,-5,0.6,-3,2,-6,-6,-7,-0.4
COCc1nc(-c2cc(OC)c(OC)c(OC)c2)no1,0,3,3,-0.1,2,2,-1,-24,-1,-1.7
COc1ccccc1N1CCN(C(=O)c2cccs2)CC1,nt,-5,-4,-1.3,-5,-2,-4,-12,-15,-1.4
Cn1c(SCC(=O)Nc2ccc3c(c2)OCCO3)nnc1-c1ccncc1,nt,-7,-1,1.7,-1,-13,1,nt,3,-0.7
COC(=O)c1c(NC(=O)CSc2ncnc3[nH]ncc23)sc2c1CCC2,1,-1,1,-0.9,1,-5,-4,-33,-1,-0.6
C=CCCC(=O)Nc1nc(C)c(-c2csc(Nc3ccc(Cl)cc3)n2)s1,-1,-1,-2,2.2,-2,-3,2,-104,-5,-0.5
CC(O)c1ccc(OCCN(C)c2ccccn2)cc1 (stereo not drawn),-5,-7,-8,-0.1,-6,-7,2,0,-4,0.2
N#CCCn1cc(/C=N/NC(N)=S)c(-c2ccc(-c3ccccc3)cc2)n1,nt,-2,-24,1.6,3,8,-5,-39,-3,-1.3
Cc1c(C(=O)NCCN2C(=O)S/C(=C\c3cccs3)C2=O)cccc1[N+](=O)[O-],-3,4,-12,-0.9,2,-4,-3,-14,-10,-2.0
Cc1ccsc1C(=O)Nc1ccc(F)c([N+](=O)[O-])c1,0,11,0,0.2,-2,-2,-2,-2,-9,-1.7
CC(Oc1ccc(C#N)cc1)C(=O)Nc1ccc(-n2cnnn2)cc1 (stereo not drawn),-2,-7,-4,1.9,1,0,-1,-28,3,-2.2
O=C(Nc1cc(Cl)ccc1-n1cncn1)c1cn2ccccc2n1,0,5,1,0.8,0,14,-3,0,-6,-1.4
CSc1ccc(/C=C/C(=O)Nc2ccccc2)cc1,nt,0,1,0.8,-8,-2,-4,-57,12,-0.3
COCC(=O)Nc1cc(C)cn(Cc2cccc(C(F)(F)F)c2)c1=O,-2,-6,6,3.9,-2,6,-6,11,2,-0.1
Cc1ccc(-c2nnn(CC(=O)N(CCCO)C(C(=O)NC3CCCC3)c3ccc(F)cc3)n2)o1 (stereo not drawn),-5,-10,-2,-0.5,2,0,-2,20,-37,0.0

# Four compounds from above with just DAGLB inhibitor.
molecule,DAGLB inhibitor
CC(Oc1ccc(C#N)cc1)C(=O)Nc1ccc(-n2cnnn2)cc1 (stereo not drawn),1
O=C(Nc1cc(Cl)ccc1-n1cncn1)c1cn2ccccc2n1,0
CSc1ccc(/C=C/C(=O)Nc2ccccc2)cc1,-8
COCC(=O)Nc1cc(C)cn(Cc2cccc(C(F)(F)F)c2)c1=O,-2

# Following part.
SMILES,CAL PDZ FP-1,cardiac RTF act,PKA-R2B activ,C-LANA FP,DAGLB inhibitor,Rtt109 HAT inh,Keap1-Nrf2 PPI,SR-BI uptake up,Cardiac RTF inh,CAL PDZ FP-2
O=C(NC1CCCCC1)C(c1ccc2ncccc2c1)N(Cc1ccccc1)C(=O)c1cccs1 (stereo not drawn),-1,-1,-9,-1.9,1,4,0,-8,-5,-2.3
Cc1ccc(S(=O)(=O)N(C)c2ccc(OC(=O)c3ccc(=O)[nH]c3)cc2)cc1,-6,-4,-8,-0.9,-2,nt,0,1,6,-1.2
COc1cc(OCC(=O)NC(C)C)cc2c1C(=O)O[C@@H](C)CCCC(=O)CCCCC2,46*,12,-18,-0.5,-1,-4,1,23,-4,nt
Cc1ccc(N2C(=O)C3C(C2=O)C2C=CC3C23CC3)cc1 (stereo not drawn),-3,-2,-3,2.3,-1,3,0,-4,-1,0.0
CN(C)C(=O)C1CCC(=O)N1Cc1cccs1 (stereo not drawn),nt,4,2,0.5,-1,4,0,15,0,-1.3
COCCNC(=O)c1cc(-c2ccccc2)n(Cc2cc(C)no2)n1,-2,-10,-13,-1.5,-2,-1,-1,14,-6,-0.6
Cc1ccccc1OCCC(=O)OCC(=O)NC(=O)c1ccccc1,-22,-4,-3,0.6,-3,-7,2,-3,-7,0.2
Cc1cc(NC(=O)Cn2nc(C(=O)O)c3ccccc3c2=O)c([N+](=O)[O-])cc1C,13,5,0,1.1,0,-9,-1,-13,-27,-1.7
CC1CCN(S(=O)(=O)c2ccc3c(c2)N(CC(=O)NCCCOC(C)C)C(=O)CS3)CC1,-2,-2,7,-0.2,-2,-6,1,7,-6,-2.0
CC(=O)N(c1ccccc1)c1nc(/C=C/C(=O)Nc2c(C)cc(C)cc2C)cs1,-4,6,2,0.3,3,3,-4,-58,-4,0.3
Cc1cc(C(=O)COc2ccccc2[N+](=O)[O-])c(C)n1C1CC1,-1,6,3,-0.8,1,-8,-2,-43,-3,-2.8
COC(=O)C1=C(C)N(Cc2ccccc2)C(=NCC2CC2)N[C@H]1c1ccccc1,-1,8,-5,2.7,1,8,-6,-9,-3,0.5
Cc1ccc(/C=C/C(=O)c2cc(Br)ccc2OC(=O)c2ccco2)cc1,-3,2,-2,0.6,5,8,1,-5,2,-3.3
O=C(CSc1ccccc1)Nc1ccc2sccc2c1,nt,3,3,0.2,-9,-6,-3,0,0,-1.0
CC(C)CC1C(C#N)=C(N)Oc2n[nH]c(-c3ccccc3)c21 (stereo not drawn),-4,-3,0,-1.6,1,6,5,-7,-7,-0.5
COc1cc(/C=N/NC(=O)c2cc(C)n(-c3ccc(F)cc3)c2C)cc(OC)c1O,nt,10,-3,-0.1,-3,-6,-4,-16,2,-0.9
CCCCn1c(=O)c2ccccc2c2ccccc2c1=O,1,4,6,-1.4,-5,2,-4,2,-9,-3.0
CC[C@]12c3[nH]c4ccccc4c3CCN1C(=O)C(CC(=O)NCCCN(C)C)C[C@@H]2C(=O)N1CCN(C(=O)C2CC2)CC1 (stereo partly drawn),-3,2,-1,-0.8,-2,24,1,13,-2,-0.9
O=c1[nH]c(CN2CCN(c3ccccc3)CC2)nc2scc(-c3ccccc3)c12,-5,0,-5,-0.7,1,-2,-2,nt,-5,-0.8
O=C(Nc1cccnc1)C1CCCN(S(=O)(=O)c2cccc3nsnc23)C1 (stereo not drawn),0,8,-7,1.4,-2,9,4,12,0,-0.7
CN(C)CC(=O)Nc1ccc(Oc2ccc(Cl)cc2)cc1,-8,-6,3,1.8,-6,-4,2,2,13,-2.4
Cc1nc(C/C(=N\N)c2ccc(O)cc2O)cs1,-2,8,-16,4.3,-1,2,-6,8,-1,1.2
COc1cc(S(=O)(=O)Nc2ccc3c(c2)C(=O)N(C)C3=O)ccc1NC(C)=O,4,0,1,4.4,-3,0,1,10,3,0.1

# 3 of the entries above in order of their number in Keap1-Nrf2 PPI, rising:
canonical_smiles	CAL PDZ FP-1	cardiac RTF act	PKA-R2B activ	C-LANA FP	DAGLB inhibitor	Rtt109 HAT inh	Keap1-Nrf2 PPI	SR-BI uptake up	Cardiac RTF inh	CAL PDZ FP-2
Cc1nc(C/C(=N\N)c2ccc(O)cc2O)cs1	-2	8	-16	4.3	-1	2	-6	8	-1	1.2
CCCCn1c(=O)c2ccccc2c2ccccc2c1=O	1	4	6	-1.4	-5	2	-4	2	-9	-3.0
CC(C)CC1C(C#N)=C(N)Oc2n[nH]c(-c3ccccc3)c21 (stereo not drawn)	-4	-3	0	-1.6	1	6	5	-7	-7	-0.5
